Source: PubChem (Fisher Drug Discovery Resource Center)
hcGAS inh: human cGAS inhibition; Q8N884; hit rate 0.081% among 290,000; inhibition, % at 12.5 µM; AID 1259398; recombinant h-cGAS, ATP depletion, Kinase-Glo luminescence;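 also: 0% = vehicle reaction and 100% = reaction without DNA for no activity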
Target sequence (Q8N884 whole entry, looked up): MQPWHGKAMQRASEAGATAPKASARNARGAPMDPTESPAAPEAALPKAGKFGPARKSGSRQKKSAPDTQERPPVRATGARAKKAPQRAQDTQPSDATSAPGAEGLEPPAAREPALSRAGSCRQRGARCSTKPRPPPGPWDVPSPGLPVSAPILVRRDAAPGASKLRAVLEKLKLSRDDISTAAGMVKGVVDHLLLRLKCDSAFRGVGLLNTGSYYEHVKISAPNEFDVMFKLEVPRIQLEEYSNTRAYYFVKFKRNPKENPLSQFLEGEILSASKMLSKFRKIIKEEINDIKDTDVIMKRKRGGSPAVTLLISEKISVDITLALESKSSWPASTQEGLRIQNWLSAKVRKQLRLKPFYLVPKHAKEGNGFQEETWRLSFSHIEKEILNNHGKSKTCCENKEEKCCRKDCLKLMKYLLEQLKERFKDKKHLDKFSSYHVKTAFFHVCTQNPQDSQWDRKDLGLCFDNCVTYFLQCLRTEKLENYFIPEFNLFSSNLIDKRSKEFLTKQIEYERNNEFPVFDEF
mcGAS inh: mouse cGAS inhibition by luminescence; recombinant cGAS, Kinase-Glo ATP depletion luminescence; inhibition, % at 12.5 µM; hit rate 0.15% among 160,000; AID 1259399;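 also: 0% = negative control wells and 100% = reference inhibitor with no enzyme activity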
NPYLR7 agonist: mosquito NPYLR7 agonism; AID 1259423; activation, % at 10 µM; HEK293T NPYLR7/Galpha15, GCaMP6s calcium fluorescence; hit rate 0.15% among 270,000; in the data active = activation above about 40%;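 also: 0% = vehicle and 100% = reference agonist at the receptor; some compounds past the cut are filed as inactive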
Numbers without * were called inactive; · = no result given; + = active, no number; & = joins results of further samples. Rule as the data show it, unless noted: active = inhibition above about 40%; inactive = the rest. Rows are unselected. Share with any hit: about 0.29%.

SMILES	hcGAS inh	mcGAS inh	NPYLR7 agonist
O=C(c1cc[n+]([O-])cc1)N1CCCC(CCc2cccc(F)c2)C1 (stereo not given)	-12	·	5
COc1ccc(OCC(=O)OCc2cc(-c3ccc4c(c3)OCO4)on2)cc1	-6	·	0
CCN(Cc1ccc(Br)s1)C(=O)CSc1n[nH]c(N)n1	-4	·	0
O=C(Cn1cnc2sc3c(c2c1=O)CCC3)NC1CCS(=O)(=O)C1 (stereo not given)	-1	·	2
O=C(CCc1ccccc1)N1CCN(c2nc3nccc(-c4ccc(Cl)c(Cl)c4)n3n2)CC1	-3	0	·
CN(C)CCNC(=O)c1cc2n(n1)CCCN(c1ncccn1)C2	-7	·	11
Cn1c(=NC(=O)c2ccc(S(=O)(=O)N3CCCC3)cc2)sc2cc(Br)ccc21	-1	-2	-1
CC(=O)Cn1c(=O)c2c(nc3n(-c4cc(C)ccc4C)c(C)c(C)n23)n(C)c1=O	-5	-6	5
COC(=O)c1ccc(C(=O)NC2CC3CCC(C2)N3CCc2ccccc2)cc1 (stereo not given)	-4	-6	24
Cc1ccn2c(=O)c(C(=O)NC3CCCCCC3)c(O)nc2c1	0	-5	-1
CCn1c(C(C)N(C)S(=O)(=O)c2ccccc2)nc2cc(Cl)ccc2c1=O (stereo not given)	-2	-7	17
Cc1cccc(COC(CN2CCN(C(=O)NC3C[C@H]3c3ccccc3)CC2)c2ccc(Cl)cc2)c1 (stereo not given in full)	6	-3	9
O=c1[nH]nc(CCCN2CCOCC2)n1C1CCCC1	-2	-16	1
CCOC1=CC(=O)N(c2ccc(C)cc2)C1	-4	·	8
Cc1ccc(-c2cc(C(=O)O)c3c(C)nn(C4CCS(=O)(=O)C4)c3n2)cc1 (stereo not given)	-12	·	-5
COc1ccccc1-c1c(C)oc2c3c(ccc2c1=O)OCN(CCc1cccs1)C3	-6	-8	1
COCCN(Cc1c(-c2ccccc2)nn(C)c1Oc1ccccc1Cl)CC(O)COCc1ccccc1 (stereo not given)	-5	-5	8
CCOc1ccc(NC(=O)CSc2nc(-c3ccccc3)nc3c2c(=O)n(C)c(=O)n3C)cc1	-1	·	9
CCc1nc2n(n1)C(=O)C(C(c1ccc(F)c(F)c1)N1CCCC(C)C1)S2 (stereo not given)	-7	-8	-2
Cc1nnc(NC(=O)C=Cc2ccc(OC(F)F)cc2)s1	-14	·	18
CCN(CC)CCCC(C)NC(=O)C=C1Sc2ccc(C(F)(F)F)cc2NC1=O (stereo not given)	-7	-3	·
Cc1cccc(C)c1Nc1c(CCc2ccccc2)nc2c(C)cccn12	-7	-6	16
CCOc1ccc(NS(=O)(=O)c2ccc3[nH]cc(C(=O)O)c(=O)c3c2)cc1	1	2	1
O=C1CN(c2nc(-c3ccsc3)nc3ccccc23)CCN1	-4	-14	19
Cc1cc(O)c(C(c2ccncc2)c2c(O)cc(C)[nH]c2=O)c(=O)[nH]1	-13	-12	5
Cc1c(C(=O)NCc2cccnc2N(C)C)n(C)c2c(C)cccc12	-3	·	7
CCCCc1cnc2c(c1SCC(=O)Nc1ccccc1C(F)(F)F)c(=O)n(C)c(=O)n2C	-11	-10	7
O=C(NCc1ccc(C(F)(F)F)cc1)c1ccc(-c2cc(-c3cccc4ccccc34)[nH]n2)cc1	0	-4	21
O=C(Nc1nnc(-c2cccs2)s1)c1ccc2c(c1)OCO2	-6	-6	0
Cn1ccnc1SCCn1cc2ncccc2c1O	-7	-9	7
CCCN(CCC)S(=O)(=O)c1ccc(C(=O)O)cc1	-6&-3&3	·	-10&-3&-7
CCC(C)N(Cc1cccn1Cc1cccc(OC)c1)C(=O)CN(CC(C)C)C(=O)Nc1ccc(F)cc1F (stereo not given)	0	-3	·
CCCNC(=O)c1nnc2n1CCN(C(=O)C1CCCCC1)C2	-7	·	6
COc1cccc(-c2cc(C(=O)N(CCC(=O)NCCC3CCCN3C)CC(C)C)no2)c1 (stereo not given)	+	·	6
O=C(CCN(CCc1ccccc1)c1nc(-c2ccc(F)cc2)nc2ccccc12)Nc1cccc(F)c1	-6	-9	10
O=C1OCCN1CCn1cnc2sc3c(c2c1=O)CCNC3	-3	-15	-8
CCCn1nnnc1NCc1ccccc1OCC	0	-3	1
CCN(C(=O)CCN1CCOC2(CCCC2)C1)c1ccccc1	0	-14	4
Cc1cc2occ(CC(=O)N3CCC(O)(CN(C)C)C3)c2cc1Cl (stereo not given)	-5	·	11
COc1ccccc1-n1c(CNC(=O)c2cccs2)nnc1SCC(=O)Nc1nnc(C)s1	-3	-4	-1
Cc1nnc(NC(=O)CCCC(=O)c2ccc(F)cc2)s1	-6	-14	7
Cc1nc2c(c(N(C)C)n1)CCN(C(=O)C1CCCN1S(C)(=O)=O)C2 (stereo not given)	-5	-13	8
Clc1ccc(C2=Nn3c(nnc3-c3cccnc3)SC2)s1	-3	·	4
C=CCn1c(C)nn(CN2CCc3cc(OC)c(OC)cc3C2c2ccccc2)c1=S (stereo not given)	-5	·	-1
Cc1nn2c(-c3cccc(NC(=O)CN4CCCCC4)c3)nnc2c2ccccc12	-7	-6	2
O=[N+]([O-])c1ccccc1Oc1ccc2ccccc2c1Cl	-6	-6	-2
CC1(C)CC(=O)C2=C(C1)OC(=N)C(C#N)C2c1cccc(F)c1 (stereo not given)	-1	-6	-1
C=CCCC(=O)N1c2cccc3c2[C@@H](C[C@H]1C(N)=O)CN(c1ccccc1)C3=O	3	-5	3
Cc1sc2[nH]c(=S)[nH]c(=O)c2c1C	-6	·	7
CCn1ccc2cc(-c3c(-c4ccccc4)ncn3CCC(N)=O)ccc21	-2	·	22
CCc1[nH]n(-c2ccc(Cl)c(Cl)c2)c(=O)c1C1=C(N2CCOCC2)C(=O)N(CC(C)C)C1=O	-6&4	-6&-1	-11&-2
O=C(Cc1ccccc1)Nc1ccc2[nH]cc(CCN3CCN(c4cccc(C(F)(F)F)c4)CC3)c2c1	-2	-5	13
CCCc1nc(C)c(CNC(=O)CC(=O)Nc2ccccc2C)s1	-7	·	2
COc1cc(OC)cc(C(=O)OCCC2CCCCN2C2=NS(=O)(=O)c3ccccc32)c1 (stereo not given)	-4	-9	3
Cc1nc(CS(=O)(=O)c2nccn2-c2ccccc2C(C)C)no1	-2	-9	1
COc1cc(C2N(c3cc(C)on3)C(=O)C3CCCN32)cc(OC)c1OC (stereo not given)	7	0	-6
O=C(c1nc2ccccn2c1CNCCN1CCCCC1CO)N1CCCC1 (stereo not given)	-1	-6	8
CCCCc1ccc(C(=O)N(CC(=O)c2c(C)c(C(=O)OCC)n(CC)c2C)C2CC2)cc1	1	-4	-1
COCCN1CCC(C(=O)N(C)Cc2cccc(Cl)c2)C1 (stereo not given)	-7	-17	0
COc1ccc(Cl)cc1NC(=O)Cn1nc(C)c([N+](=O)[O-])c1C	-6	-7	-5

7 records drawn at random from those above:
SMILES	hcGAS inh	mcGAS inh	NPYLR7 agonist
O=C(c1nc2ccccn2c1CNCCN1CCCCC1CO)N1CCCC1 (stereo not given)	-1	-6	8
CCn1ccc2cc(-c3c(-c4ccccc4)ncn3CCC(N)=O)ccc21	-2	·	22
Cc1nc(CS(=O)(=O)c2nccn2-c2ccccc2C(C)C)no1	-2	-9	1
CCCCc1ccc(C(=O)N(CC(=O)c2c(C)c(C(=O)OCC)n(CC)c2C)C2CC2)cc1	1	-4	-1
COCCN1CCC(C(=O)N(C)Cc2cccc(Cl)c2)C1 (stereo not given)	-7	-17	0
COc1cc(C2N(c3cc(C)on3)C(=O)C3CCCN32)cc(OC)c1OC (stereo not given)	7	0	-6
CCc1[nH]n(-c2ccc(Cl)c(Cl)c2)c(=O)c1C1=C(N2CCOCC2)C(=O)N(CC(C)C)C1=O	-6&4	-6&-1	-11&-2

Going on with the list:
SMILES	hcGAS inh	mcGAS inh	NPYLR7 agonist
CS(=O)(=O)Nc1ccc(-c2cccc3ccsc23)cn1	1	-8	14
N#CCNC(=O)C1CCN(C(=O)C(c2ccccc2)n2cccc2)CC1 (stereo not given)	-12	·	11
CCN1C(=O)CCN(C(=O)CC(C)C)CC12CCOCC2	-7	-1	·
O=C(CCC(=O)N1CCCC2(CCNCC2)CC1)c1ccc(F)cc1	-2	-16	14
CCCCCCCN1N=C(c2ccc(F)cc2)Cn2c1nc1c2c(=O)n(C)c(=O)n1C	5	-8	11
C=CCOc1cccn2c(N(C=O)Cc3ccccc3)c(CC)nc12	3	1	-11
C#CCN(Cc1ccco1)C(=O)C1CC(=O)N(c2ccccc2OC)C1 (stereo not given)	1	·	6
CC1=C(CC(=O)NCc2ccccn2)c2cc(F)ccc2/C1=C\c1ccc(S(C)=O)cc1 (stereo not given)	-5	-3	1
COc1ccccc1-n1nnc(C(=O)OCc2ccccc2F)c1C	-3	-6	·
O=C(NCc1ccncc1)C1COC2(CCCCC2)N1C(=O)c1ccc(F)cc1F (stereo not given)	-3	1	-4
COc1ccc2c(=O)c(-c3cc4c(cc3OC)OCO4)coc2c1	-2	-4	-4
O=C(C1CCN(S(=O)(=O)c2ccccc2C(F)(F)F)CC1)N1CCCC1c1ccccc1 (stereo not given)	-5	·	4

5 entries from above, with values under each structure:
Results follow in this order: hcGAS inh | mcGAS inh | NPYLR7 agonist
O=C(CCC(=O)N1CCCC2(CCNCC2)CC1)c1ccc(F)cc1
  -2 | -16 | 14
CCCCCCCN1N=C(c2ccc(F)cc2)Cn2c1nc1c2c(=O)n(C)c(=O)n1C
  5 | -8 | 11
C=CCOc1cccn2c(N(C=O)Cc3ccccc3)c(CC)nc12
  3 | 1 | -11
C#CCN(Cc1ccco1)C(=O)C1CC(=O)N(c2ccccc2OC)C1 (stereo not given)
  1 | · | 6
CC1=C(CC(=O)NCc2ccccn2)c2cc(F)ccc2/C1=C\c1ccc(S(C)=O)cc1 (stereo not given)
  -5 | -3 | 1

(listing goes on)
SMILES	hcGAS inh	mcGAS inh	NPYLR7 agonist
NC(=O)CSc1cn(CC(=O)N2CCCCCC2)c2ccccc12	-5	-7	-2
COc1ccccc1C(=O)Nc1ccc(Nc2cc(-n3ccnc3)ncn2)cc1	-1	-7	-7
CC(=O)N1CCN(C(=O)C(C)N2CCN(CC(C)O)C(C)C2)CC1 (stereo not given)	-16	·	1
O=C(COc1cc(Cl)cc(Cl)c1)NC1CCOC1 (stereo not given)	-6&-6	·	-3&1
CCn1nc(C)c(C2NC(=O)CN2Cc2ccccc2)c1C (stereo not given)	-5	·	1
CCCCNC(=S)N1CCn2cccc2C1c1ccncc1 (stereo not given)	-5	·	-1
COc1cc(N)c(Cl)cc1C(=O)N1CCN(Cc2ccc3c(c2)OCO3)CC1	-3	·	-32
O=C(c1ccncc1)N1CCC(n2cnc3cc(C(F)(F)F)ccc32)CC1	-2	-4	-3
CC(C)(C)NCc1ccc(O)cc1	-6	-11	2
c1csc(-c2nc3nc4ccccc4nc3n2-c2ccc3c(c2)OCCO3)c1	-5	-7	-1
CN(CCc1cnn(C)c1)C(=O)CC1C(=O)NCCN1Cc1ccc(-c2ccccc2)cc1 (stereo not given)	0	·	0
COc1ccc(/C=N\Nc2nc(-c3cc4ccccc4oc3=O)cs2)cc1	-5	-6	5
Cc1ccc2c(c1)N(CC(=O)N(C)Cc1ncc[nH]1)C(=O)CO2	-4	·	1
CC(C)(C)c1ccc(-c2cc(C[C@H]3CNCC[C@H]3CC(=O)N3CCc4ccccc4C3)no2)cc1	-5	-6	-8
CCc1ccccc1OCC(=O)Nc1cnccc1C	4	·	0
Cc1ccc(N2CCCN(C(=O)c3cncnc3C)CC2)nn1	-16	·	1
CCn1c(C)c(C(=O)CN(Cc2ccco2)C(=O)C(C)(C)CCl)c(C)c1C(=O)OC	-4	-4	-12
Cc1ccc(C(=O)N(CCN2CCOCC2)Cc2nccn2Cc2ccccc2C(F)(F)F)cc1	-2	-7	6
NS(=O)(=O)C1CCCN(C(=O)c2cc3c(F)cccc3s2)C1 (stereo not given)	-1	·	-1
CC(C)CNC(=O)[C@@]1(OCc2cccc(F)c2)CC(OCc2ccc(F)cc2)[C@H](O)[C@H](O)C1 (stereo not given in full)	-1	1	9
CCCCn1c(=O)c2c(nc3n2CC(C)CN3c2ccccc2)n(C)c1=O (stereo not given)	-8	·	20
CCOC(=O)n1c(SCC(=O)N(CC)CC)nc2ccccc21	-3	·	2
CCOC(=O)C1=CN(c2ccc(OCC)cc2)C=C(C(=O)OCC)C1c1ccc(OC(F)(F)F)cc1	-1	1	-14
Cc1ccc(-c2nnc(SCc3ccc(C(=O)N4CCN(C)CC4)cc3)n2-c2ccc(F)cc2)cc1	-3	-6	3
CCCCS(=O)(=O)N1CCN(c2cc(S(=O)(=O)N(C)CCc3ccc(OC)c(OC)c3)ccc2OC)CC1	-3	-2	4
Fc1cc(Br)ccc1Nc1nc2ccccc2n2nnnc12	-9	·	14
O=S1(=O)C=CC(Nc2ncnc3sc4c(c23)CCC4)C1 (stereo not given)	-14	-7	7
O=C(CCC1CCN(C(=O)C2CC23CCCCC3)CC1)NCc1cccc(Cl)c1 (stereo not given)	-6	·	13
COc1cccc(COC(CN2CCN(C(=O)Nc3cc(OC)ccc3OC)CC2)c2ccc(Cl)cc2)c1 (stereo not given)	-2	-6	·
CN1CCN([C@@H]2[C@H](O)[C@H](CO)O[C@@H]2CNC(=O)c2ccc(C(F)(F)F)cc2)CC1	-3	-7	-10
Cc1cccc(Cn2c3c(c(C)c2C(=O)Nc2ccc(C(C)C)cc2)CCCC3)c1	1	-3	26
CCc1ccccc1OCC(=O)Nc1ccc(-c2nnco2)cc1C	-5	-12	7
CC(C)c1ccc(-c2nnn(CC(=O)c3ccc(O)cc3)n2)cc1	-3	-9	-4
COc1ccc(CN(CCc2c[nH]c3ccccc23)C(=O)CN(CC(C)C)C(=O)c2ccc(Cl)cc2)cc1OC	-6	-6	22
Cc1cc(C)cc(-n2ccnc2S(=O)(=O)Cc2ncnn2C)c1	-7	·	1
O=C(c1ccccc1Cl)N1CCSC1c1cccc(OCc2ccccc2)c1 (stereo not given)	-2	-4	-9
